Compound activity as filed in PubChem.
D1 ag = Allosteric Agonists of the Human D1 Dopamine Receptor: qHTS; HEK293 T-REx D1 cells, calcium flux, agonist mode; activation, % at 2 µM; 360,000 tested, 1% active; in the data active = activation above about 30%; note: 0% is about no effect
Target sequence (P21728 whole entry, looked up): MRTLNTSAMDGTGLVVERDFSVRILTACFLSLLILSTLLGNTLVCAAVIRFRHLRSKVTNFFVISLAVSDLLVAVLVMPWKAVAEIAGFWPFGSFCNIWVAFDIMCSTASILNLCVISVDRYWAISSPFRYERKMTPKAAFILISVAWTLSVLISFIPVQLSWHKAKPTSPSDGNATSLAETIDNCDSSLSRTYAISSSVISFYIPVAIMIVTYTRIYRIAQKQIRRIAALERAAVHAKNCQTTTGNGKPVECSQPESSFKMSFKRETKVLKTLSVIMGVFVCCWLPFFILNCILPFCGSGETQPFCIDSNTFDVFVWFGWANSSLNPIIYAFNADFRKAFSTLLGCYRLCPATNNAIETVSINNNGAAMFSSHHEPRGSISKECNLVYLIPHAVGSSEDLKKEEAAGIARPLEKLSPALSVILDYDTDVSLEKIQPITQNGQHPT
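Inducible HEK293 T-REx D1 cells, force-coupled to calcium signalling, were plated at 4000 cells/well with tetracycline and held overnight at 30 C. After no-wash calcium dye loading, compound-evoked calcium rise over 180 s flagged agonists.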
D2 potentiator = HTS Assay for Positive Allosteric Modulators of the Human D2 Dopamine Receptor: Primary Screen for Potentiators. D(2) dopamine receptor (Homo sapiens), P14416. HEK293 T-REx D2, calcium flux, EC20 dopamine potentiation. potentiation, % at 10 µM. 340,000 tested, 0.34% active. AID 485347, 2010;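 active = potentiation over 3 SD above the plate norm, cut at about 30% in these data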; note: 0% is about no effect
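Potentiation of an EC20 dopamine calcium response is measured in a force-coupled, tetracycline-inducible Hek293 Trex D2 line. Compound-only kinetic reads over 180 s flag agonists before dopamine addition.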
RXFP1 ag = qHTS Assay for Agonists of the Relaxin Receptor RXFP1 | Potency, µM (titrated, usually from 57.5 µM), for inactives: at the highest dose activation, actives largely listed as activators | 370,000 tested, 0.3% active | HEK293T-RXFP1 cAMP TR-FRET, 30 min; response scale: percent of porcine relaxin response, buffer zero; active = well fitted activation curve with a large enough effect; inconclusive = small, poorly fitted or top-dose-only effect; note: potency is the fitted concentration of half-maximal effect; % is set by controls: 0 for no effect and ±100 for the full control effect; nearly all actives have a fitted effect of over 60% in size; many of its hits are not listed in these tables
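cAMP rise read by TR-FRET after 30 min, 37C compound exposure (up to 58 uM) in RXFP1-transfected HEK293 cells with Ro 20174 present. EC50 from Hill-equation fits, with 29 nM porcine relaxin as 100% and buffer as basal.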
TRHR PAM = qHTS for Small Molecule Agonists and Allosteric Enhancers of Human TRH Receptor: Primary Screen for Enhancers | Thyrotropin-releasing hormone receptor (Homo sapiens), P34981 | TRHR cells, fluo-8 calcium fluorescence, EC20 TRH enhancement | enhancement, % at 2 µM | 360,000 tested, 0.66% active; in the data active = enhancement above about 30%; note: 0% is about no effect
Target sequence (P34981 whole entry, looked up): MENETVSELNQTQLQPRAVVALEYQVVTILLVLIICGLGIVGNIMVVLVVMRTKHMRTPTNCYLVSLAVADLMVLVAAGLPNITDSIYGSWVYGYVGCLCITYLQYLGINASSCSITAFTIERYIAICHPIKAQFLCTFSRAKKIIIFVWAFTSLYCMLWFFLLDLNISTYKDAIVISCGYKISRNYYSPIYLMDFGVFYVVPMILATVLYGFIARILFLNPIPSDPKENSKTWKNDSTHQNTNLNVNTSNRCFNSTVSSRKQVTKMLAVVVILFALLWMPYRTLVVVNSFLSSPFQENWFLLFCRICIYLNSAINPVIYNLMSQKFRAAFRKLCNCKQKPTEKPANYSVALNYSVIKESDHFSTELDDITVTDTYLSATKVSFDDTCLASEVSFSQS
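TRHR-expressing cells loaded with fluo-8 calcium dye were read kinetically (ex 480/em 530) during compound addition, then stimulated with an EC20 of TRH (10 nM final). Enhancement of the Gq-mediated intracellular calcium response was scored.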
D1 antag = Antagonist of Human D 1 Dopamine Receptor: qHTS. HEK293 TREx D1 cells, calcium flux, dopamine EC80; stronger effect = lower value. D(1A) dopamine receptor (Homo sapiens), P21728. activity change, negative = inhibition, % at 10 µM. AID 504652, 2011. 360,000 tested, 3.2% active; in the data active = activity change below about -30%; note: % is set by controls: 0 for no effect and ±100 for the full control effect
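Inducible Hek293 Trex D1 cells (tetracycline, overnight, 30 C). Calcium dye 30–90 min RT. Antagonist mode: EC80 dopamine added after 180 s compound read.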
D2 antag = HTS Assay for Allosteric Antagonists of the Human D2 Dopamine Receptor: Primary Screen for Antagonists; inhibition, % at 10 µM; D(2) dopamine receptor (Homo sapiens), P14416; HEK293 TREx D2 cells, calcium flux, dopamine EC80; AID 485344, 2010; 340,000 tested, 2% active; in the data active = inhibition above about 30%; note: 0% is about no effect
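Calcium mobilization kinetics were recorded at 1 s intervals in tetracycline-induced HEK293 T-REx D2 cells, first for 180 s after compound addition and then 180 s after EC80 dopamine.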
D2 agonist = HTS Assay for Allosteric Agonists of the Human D2 Dopamine Receptor: Primary Screen for Agonists; D(2) dopamine receptor (Homo sapiens), P14416; HEK293 T-REx D2 cells, calcium flux agonist mode; activation, % at 2 µM; 340,000 tested, 0.53% active; AID 485358, 2010;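 active = activation over 3 SD above normal in the single-dose calcium agonist read, cut at about 30% in these data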; note: 0% is about no effect
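Calcium-flux readout, 1 cycle/sec over 180 s following compound pin transfer, in inducible HEK293 Trex D2 cells (force-coupled); dopamine controls included. Positive calcium responses during this window marked compounds as potential agonists.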
RXFP1 antagonist = qHTS Assay for Antagonists of the Relaxin Receptor RXFP1; HEK293-RXFP1, relaxin-stimulated cAMP HTRF, 30 min; stronger effect = lower value; activity change, negative = inhibition, % at 57.5 µM; 350,000 tested, 0.59% active; AID 1259400, 2018;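 active = activity change of -60% or lower, but not beyond a set lower limit; inconclusive = change between -60% and -40%, or beyond the set limit; inactive = change above -40%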; note: % is set by controls: 0 for no effect and ±100 for the full control effect
D1 PAM = Potentiators of Human D1 Dopamine Receptor: qHTS; 360,000 tested, 0.036% active; AID 504651, 2011; HEK293 TREx D1 cells, calcium flux, dopamine EC20 potentiation; D(1A) dopamine receptor (Homo sapiens), P21728; potentiation, % at 10 µM; in the data active = potentiation above about 30%; note: 0% is about no effect
Active calls of the source: *; u = inconclusive; x = no result given. A portion of the library, so the mix of outcomes need not match the whole.

SMILES	D1 ag	D2 potentiator	RXFP1 ag	TRHR PAM	D1 antag	D2 antag	D2 agonist	RXFP1 antagonist	D1 PAM
C[N+]12CCC(CC1)C(OC(=O)C(O)(c1ccccc1)c1ccccc1)C2 (stereo not given)	2	5	2.4%	6	-28	10	-1.7	12	-1
CCOC(=O)c1c(-c2ccc(C)o2)csc1NC(=O)CSc1nncs1	4	6	0.6%	13	5	-3	-0.4	u	-3
COc1ccc(N(CC(=O)NC2CCCC2)C(=O)c2ccc(C)s2)cc1OC	3	0	0.3%	-2	3	3	-0.2	4	-9
CCN1CCN(Cc2nnc(-c3ccc(C)cc3)o2)CC1	2	-1	0.4%	-7	4	-4	1.3	-1	-5
CC(=O)N1c2ccccc2C(C)CC12CCCCC2 (stereo not given)	2	0	-0.8%	-1	0	12	1.3	-5	-1
CCc1ccc(NC(=O)c2ccc(Cn3cc([N+](=O)[O-])cn3)cc2)cc1	21	x	-0.6%	2	-19	x	x	x	-8
Cc1cccc(NC(=S)N(Cc2cccs2)Cc2cc3cc(C)ccc3[nH]c2=O)c1	2	-7	0.3%	-3	-1	4	7.6	-5	-3
COc1cc(OC)nc(NC(=O)NS(=O)(=O)c2ccc(F)cc2)n1	8	-1	3.3%	-3	-19	-12	2.1	-6	-1
Cn1c(CNC(=O)c2ccccc2F)nnc1SCCOc1ccccc1	1	-2	1.5%	-10	4	-2	0.4	4	-4
C/C(=N/NC(=O)Cc1cccs1)c1ccco1	0	x	2.5%	-1	3	x	x	-2	0
Cc1nn2c(-c3ccccc3)c(-c3ccccc3)nc2[nH]c1=O	2	1	3.4%	1	-12	-6	0.5	3	-4
CCC(=O)N(Cc1ccco1)Cc1cc2cc3c(cc2[nH]c1=O)OCO3	0	2	1.2%	15	2	-12	-1.7	-3	-3
CCN(CC)Cc1c(C(=O)N/N=C/c2ccccn2)nnn1-c1nonc1N	2	x	-2.1%	-1	7	x	x	-4	-5
Cc1nc(-c2ccc(S(=O)(=O)N3CCN(C(c4ccccc4)c4ccccc4)CC3)s2)cs1	21	8	-0.1%	6	-4	0	-1.1	-29	-4
CCC(=O)N1CCc2cc(Br)cc(S(=O)(=O)NCCc3ccc(C)cc3)c21	7	-17	0.1%	5	-17	x	0.6	-29	-6
CCOC(=O)C(C)Sc1nc(-c2cccs2)ccc1C#N (stereo not given)	3	-13	11%	-6	-20	-3	-0.7	-13	-7
Cc1ccc(-c2cc(-c3n[nH]c(=S)n3C)c3ccccc3n2)cc1	1	1	1.9%	-25	-37*	-2	-1.0	-16	-5
CCOC(=O)C1(Cc2ccccc2C(F)(F)F)CCN(C(=O)c2cc(C)n(C)n2)CC1	2	-1	-0.4%	4	-2	-8	0.1	-15	-2
Cc1cc(C)c(S(=O)(=O)N2CCOCC2)cc1NS(=O)(=O)c1cc(OCC(N)=O)c(C)cc1Cl	2	11	-2.0%	3	7	-5	0.1	0	-5
COC(=O)N(NC(=O)C(O)(c1ccccc1)c1ccccc1)c1ccc(C)cc1	4	2	-0.1%	1	-6	1	2.6	-18	-4

Not a retest: entries from further up.
SMILES	D1 ag	D2 potentiator	RXFP1 ag	TRHR PAM	D1 antag	D2 antag	D2 agonist	RXFP1 antagonist	D1 PAM
C[N+]12CCC(CC1)C(OC(=O)C(O)(c1ccccc1)c1ccccc1)C2 (stereo not given)	2	5	2.4%	6	-28	10	-1.7	12	-1
CCOC(=O)c1c(-c2ccc(C)o2)csc1NC(=O)CSc1nncs1	4	6	0.6%	13	5	-3	-0.4	u	-3
COc1ccc(N(CC(=O)NC2CCCC2)C(=O)c2ccc(C)s2)cc1OC	3	0	0.3%	-2	3	3	-0.2	4	-9
CCN1CCN(Cc2nnc(-c3ccc(C)cc3)o2)CC1	2	-1	0.4%	-7	4	-4	1.3	-1	-5
CC(=O)N1c2ccccc2C(C)CC12CCCCC2 (stereo not given)	2	0	-0.8%	-1	0	12	1.3	-5	-1

Next section.
SMILES	D1 ag	D2 potentiator	RXFP1 ag	TRHR PAM	D1 antag	D2 antag	D2 agonist	RXFP1 antagonist	D1 PAM
Cc1cc(C)c2c(C)[nH]nc2n1	0	2	-2.6%	7	-7	10	0.7	-8	-4
COC(=O)c1cc(C#N)c(N(C)Cc2ccccc2)nc1C	2	-8	1.9%	3	-6	7	-0.4	-5	0
Cc1cc2nc(-c3ccc(OCc4ccccc4)cc3)cc(C(F)(F)F)n2n1	1	-6	7.7%	3	-3	x	-0.3	-4	3
O=C(O)c1cnc(-c2ccccc2)nc1Oc1ccc(Cl)cc1	2	2	0.1%	3	-7	14	0.5	-6	-11
COc1ccc(-c2nn(C)c(=O)c3ccccc23)cc1NS(C)(=O)=O	3	1	3.9%	16	-7	2	0.2	6	-2
Cc1cc(Cl)ccc1C(=O)C1CCCN(C(=O)c2ccc3ncccc3c2)C1 (stereo not given)	2	10	2.8%	14	-7	2	-0.6	-30	-1
O=C(N1CCN(c2ccccc2)CC1)C12CC3CC(CC(C3)C1)C2	2	-30	-1.2%	13	14	72*	80*	3	6
CCN(CC)CCNC(=O)c1ccc(NC(=O)CC(NC(=O)c2ccccc2Cl)c2ccccc2)cc1 (stereo not given)	0	5	1.2%	9	11	-14	0.5	-8	-2
CCOC(=O)N1CCC(Nc2nc(OC)nc(OC)n2)CC1	2	8	0.9%	0	7	-3	1.3	-15	-8
Clc1ccc(OCCSCc2nc3ccccc3[nH]2)cc1	21	-4	2.8%	2	-49*	1	-0.6	-14	-4
COC(=O)c1ccccc1S(=O)(=O)N1CCC(NC(=O)c2ccccc2)CC1	2	3	-0.9%	18	-2	-13	0.1	4	0
Cc1ccc2nc(NS(=O)(=O)c3cn(C)nc3C)sc2c1	-1	2	0.2%	-4	3	-3	-0.1	3	-5
CCNC(=O)/C(=C\C=C\c1ccccc1)NC(=O)c1ccc(Br)o1	1	0	0.1%	-2	21	13	2.2	14	-3
Cc1cccc(C(=O)Nc2sc3c(c2C(=O)O)CCC3)c1	0	2	-4.6%	5	-11	-4	0.3	-11	-4
Cc1cc(C)c(C#N)c(Sc2ccc(N)cc2)n1	0	3	1.9%	-14	7	-4	0.0	4	-4
CC(C)(C(=O)N[C@H](CO)c1ccccc1)C(=O)N[C@H](CO)c1ccccc1	2	12	-3.9%	-2	-3	2	-4.7	x	-5
CCCc1ccc(Oc2cn[nH]c2-c2ccc(O)cc2O)cc1	14	-19	1.0%	1	2	-4	0.1	10	-9
CC(Oc1ccc(Cl)cc1Cl)C(=O)NNC(=O)[C@@H]1CCCC[C@@H]1C(=O)O (stereo not given in full)	3	-1	0.3%	6	3	13	-0.7	12	3
O=c1[nH]c2ccc(Cl)cc2c(O)c1Cc1ccccc1	0	-7	20%	-7	7	17	1.4	7	-2
OC(CN1CCN(Cc2ccc3c(c2)OCO3)CC1)c1c[nH]c2ccccc12 (stereo not given)	4	-31	-0.2%	5	3	-1	-0.5	3	0
CCCOc1ccc(N2C(=O)CC(N3CCN(C(=O)c4ccco4)CC3)C2=O)cc1 (stereo not given)	2	9	2.0%	0	-2	11	-0.4	-14	-1
CNC(=O)c1[nH]cnc1C(=O)N[C@@H](CCCCNC(=O)OC(C)(C)C)C(=O)OC(C)(C)C	12	5	-1.6%	-1	6	4	-0.6	x	0
CC(C)C(NC(=O)c1ccccc1Cl)C(=O)OCc1nc2scc(-c3ccccc3Cl)c2c(=O)[nH]1 (stereo not given)	7	2	5.9%	9	-10	-12	-0.4	5	-3
Cc1ccc(C)c(SCC(=O)OCC(=O)Nc2ccc(S(=O)(=O)N3CCOCC3)cc2)c1	13	0	-0.7%	-3	-2	9	0.5	20	-5
Cc1cc(C)c(S(=O)(=O)/N=C2\C=C(NS(=O)(=O)c3ccccc3)C(=O)c3ccccc32)c(C)c1	-2	2	0.0%	-1	-14	-16	0.5	-3	5
O=C(Nc1nc2c(F)cc(F)cc2s1)c1ccc([N+](=O)[O-])o1	25	10	3.2%	4	-12	-8	9.6	-2	9
O=C(O)c1cc(S(=O)(=O)N2CCN(C(c3ccccc3)c3ccccc3)CC2)ccc1Cl	3	2	0.4%	16	-12	3	0.0	-28	-3
Cc1ccc(N2CCN(S(=O)(=O)c3nnc(NC(=O)c4cccc(F)c4)s3)CC2)cc1	-1	7	5.9%	-5	8	x	-0.1	-18	-4
Brc1ccc(-c2csc(Nc3nc(-c4ccc(Br)cc4)cs3)n2)cc1	1	4	4.1%	6	-30*	-11	-1.6	-22	-14
COc1ccc(OCC(=O)NNC(=S)NC(=O)c2ccc(Br)o2)cc1	0	-6	3.9%	-6	0	5	-2.1	-11	-5
Cc1ccc(S(=O)(=O)N2CCN(C(=O)c3ccccc3)C2)cc1[N+](=O)[O-]	-2	-3	-1.7%	-6	2	10	-0.1	9	3
Cc1ccc(C2=N/C(=C\c3c(C)nn(-c4ccccc4)c3N3CCCC3)C(=O)O2)cc1	6	15	-0.6%	0	-17	8	1.0	2	1
CC1CN(S(=O)(=O)c2cc(C(=O)NCCC3=CCCCC3)ccc2Cl)CC(C)O1 (stereo not given)	17	4	0.9%	3	8	4	0.3	1	-3
Cc1cc(C(=O)CSc2n[nH]c(N)n2)c(C)n1-c1ccccc1	-3	2	2.3%	-2	-7	15	0.1	0	2
CN(C(=O)c1ccc(C#N)cc1)c1nnc(-c2ccccn2)s1	-2	12	-0.6%	5	2	25	-0.8	-2	3
COc1ccc(N(CC(=O)Nc2ccccc2C(=O)N2CCCC2)S(C)(=O)=O)cc1	4	-13	0.4%	-2	3	-5	1.3	-13	8
Cc1ccc(Cn2c(=O)sc3ccccc3c2=O)cc1	8	2	2.4%	15	13	-4	0.6	15	2
COc1ccccc1NS(=O)(=O)c1cc(NC(=O)CCc2nc3ccccc3c(=O)[nH]2)ccc1C	0	-8	0.3%	4	11	-5	-0.2	-12	2
CC1CC1C(=O)OCC(=O)NC(=O)NCc1ccco1 (stereo not given)	1	x	-0.9%	1	2	x	x	-8	-1
